Compound activity deposited in PubChem BioAssay by several laboratories.
Scp-1 inhibitor = blocks human Scp-1 phosphatase activity. Q9GZU7. Recombinant Scp1, phosphopeptide, malachite green phosphate absorbance. inhibition, % at 20 µM. 340,000 tested, 0.88% active. AID 493091;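 active = inhibition above about 50% at 20 µM, limit read from the data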;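 also: plate controls were DMSO wells with enzyme for no effect and wells lacking enzyme for full effect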
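Incubation: 45 min enzyme reaction at room temperature / System: truncated SCP-1 phosphatase (76-261aa) / Reagent: Phospho 17-mer peptide substrate / Buffer or medium: Acidic Tris acetate buffer with magnesium and detergent / Signal: absorbance at 630 nm / Doses: one concentration, 20 µM, with 1.0% DMSO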
LMPTP block = blocks human LMPTP phosphatase. recombinant LMPTP-A, OMFP fluorogenic substrate, fluorescence intensity. inhibition, % at 20 µM. 360,000 tested, 0.22% active;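 active = compounds that cut the enzyme signal by at least half of the control window in the single-dose screen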;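 also: plate controls were DMSO wells with enzyme plus substrate for no effect and substrate without enzyme for full effect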
Target sequence (P24666 whole entry, looked up): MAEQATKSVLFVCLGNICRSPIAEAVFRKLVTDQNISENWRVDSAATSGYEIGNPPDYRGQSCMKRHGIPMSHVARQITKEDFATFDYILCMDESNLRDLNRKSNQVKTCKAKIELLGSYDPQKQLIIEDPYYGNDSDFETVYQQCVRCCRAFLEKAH
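Test system: LMPTP-A phosphatase enzyme. Amount: LMPTP-A at 0.625 nM final in the reaction. Reagent: OMFP substrate, 400 µM final. Times: 50 min at room temperature. Signal: endpoint fluorescence intensity from OMFP dephosphorylation. Read-out basis: % inhibition. Benchmarks: no-enzyme and uninhibited controls.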
CSN deneddyl inh = inhibitors of human CSN-mediated cullin deneddylation; Purified CSN, SCF-Nedd8-OG deneddylation, fluorescence polarization; 360,000 tested, 0.38% active; inhibition, % at 12.5 µM;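 active = pattern-corrected inhibition above about 35%, with an unprinted fluorescence ratio check between 0.5 and 1.5, limit read from the data, passing the limit was not always enough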;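 also: 0% = enzyme with substrate and 100% = substrate without enzyme; some results filed as inactive read as strong as hits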
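Schedule: reaction 90 min, room temperature / Assay system: HEK293T-derived human Csn5 enzyme / Input: Csn5 at 0.24 nM final / Measure: inhibition of Csn5 cleavage, % / Control set: substrate-only high control, full reaction low control / Technique: fluorescence polarization of the substrate / Buffer or medium: Tris/NaCl/DTT buffer, pH 7.5 / Reagent: SCFSkp2-Nedd8OG substrate at 10 nM final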
SUMO1-SIM PPI = alters human SUMO1 binding to SIM partners | P63165 | SUMO1 binding to a labelled peptide, TR-FRET, 1 h | inhibition, % at 20 µM | 360,000 tested, 0.33% active | AID 602429; in the data active = inhibition above about 37%
Target sequence (P63165 whole entry, looked up): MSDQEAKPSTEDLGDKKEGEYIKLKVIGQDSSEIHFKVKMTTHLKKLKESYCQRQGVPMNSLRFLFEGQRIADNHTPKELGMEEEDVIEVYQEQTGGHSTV
STEP inh = STEP (human) phosphatase inhibition; P54829; AID 588621; inhibition, % at 20 µM; 360,000 tested, 0.25% active; recombinant STEP, OMFP fluorogenic substrate, fluorescence;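 active = inhibition at 20 µM, scaled per plate between control wells, above about 37%, limit read from the data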;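 also: 0% = DMSO with enzyme and substrate and 100% = substrate only without enzyme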
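System: isolated STEP enzyme; schedule: 20 min enzyme reaction at room temperature, protected from light; medium: Bis-Tris buffer pH 6.0, 2.5 mM DTT, 0.005% Tween 20; signal: fluorescence, 480/540 nm; dosing: single compound dose of 20 µM, 1% DMSO final; also added: OMFP substrate, 25 µM final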
Rpn11 inh = blocks the human proteasome subunit Rpn11. O00487. human 26S proteasome, Ub4-pepOG fluorescence polarization; 20S core pre-blocked with epoxomicin. calls only at 20 µM. 360,000 tested, 0.59% active. AID 588493;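 active = inhibition at 20 µM, scaled to each plate's controls, above about 33%, limit read from the data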
Rin1-Abl PPI inh = blocks binding of human Rin1 to Abl; 360,000 tested, 0.4% active; TR-FRET Rin1/Abl binding, biochemical; inhibition, % at 7.35 µM; in the data active = inhibition above about 5%, passing the limit was not always enough
DNMT1 block = inhibitors of human DNMT1. P26358. inhibition (reported as % activation of signal), % at 10 µM. 360,000 tested, 0.83% active. DNMT1 molecular beacon, Hinp1I cleavage, fluorescence; in the data active = inhibition above about 50%
NadD block = blocks S. aureus nicotinate mononucleotide adenylyltransferase. purified NadD enzyme, colorimetric absorbance read-out. 360,000 tested, 0.78% active. inhibition, % at 20 µM; in the data active = inhibition above about 26%; also: some compounds past the cut are filed as inactive
Neddylation inh = cullin neddylation inhibition. P61081+Q13564. TR-FRET cullin neddylation, biochemical. calls only at 25 µM. 360,000 tested, 0.58% active; in the data active = inhibition above about 36%
Target sequence (P61081 whole entry, looked up): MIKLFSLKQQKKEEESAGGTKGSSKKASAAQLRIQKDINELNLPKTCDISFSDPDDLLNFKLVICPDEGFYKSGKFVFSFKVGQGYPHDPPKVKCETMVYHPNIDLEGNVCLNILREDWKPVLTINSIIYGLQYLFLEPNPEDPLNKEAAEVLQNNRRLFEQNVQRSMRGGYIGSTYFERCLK
Target sequence (Q13564 whole entry, looked up): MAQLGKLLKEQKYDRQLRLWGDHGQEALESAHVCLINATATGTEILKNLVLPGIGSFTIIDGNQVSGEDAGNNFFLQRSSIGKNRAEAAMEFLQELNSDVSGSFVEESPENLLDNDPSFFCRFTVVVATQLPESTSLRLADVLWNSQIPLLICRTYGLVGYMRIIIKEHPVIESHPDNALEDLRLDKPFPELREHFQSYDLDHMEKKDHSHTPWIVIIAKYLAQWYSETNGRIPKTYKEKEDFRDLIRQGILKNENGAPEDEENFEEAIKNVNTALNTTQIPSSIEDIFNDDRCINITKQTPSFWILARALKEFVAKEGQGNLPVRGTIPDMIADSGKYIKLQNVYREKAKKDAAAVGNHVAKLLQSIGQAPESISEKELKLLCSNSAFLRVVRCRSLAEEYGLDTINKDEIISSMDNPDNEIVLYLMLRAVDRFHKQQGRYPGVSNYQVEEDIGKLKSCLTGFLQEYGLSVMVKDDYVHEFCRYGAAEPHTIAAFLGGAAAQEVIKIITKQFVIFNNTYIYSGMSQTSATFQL
Starred values were filed as active, the others as inactive; i = inactive; / = no result given.

SMILES	Scp-1 inhibitor	LMPTP block	CSN deneddyl inh	SUMO1-SIM PPI	STEP inh	Rpn11 inh	Rin1-Abl PPI inh	DNMT1 block	NadD block	Neddylation inh
CCOC(=O)c1c(-c2cccc(C)c2)csc1NC(=O)c1c(-c2ccccc2)noc1C	-20	0.4	4	-7	4	i	-3	2	-2	i
COc1ccccc1NC(=O)Nc1nc(CC(=O)NCc2c(F)cccc2F)cs1	-4	0.6	2	14	7	i	-1	-5	-2	i
COc1ccc(CNC(=O)CSc2nc3ccc(OC)cc3[nH]2)cc1	-8	-0.6	0	7	1	i	-4	0	2	i
COc1ccc(N2C(=O)/C(=C/c3cccs3)NC2=S)cc1	-13	6.2	4	-12	8	i	0	-8	6	i
COc1cccc(C(=O)Nc2nc(C)cs2)c1	-5	0.4	0	-3	-1	i	-2	0	2	i
COCCNc1oc(/C=C/c2ccc(F)cc2)nc1S(=O)(=O)c1ccccc1	-10	2.5	0	-11	2	i	3	-1	-4	/
CCOc1ccc(C(=O)OCC(=O)NCc2ccco2)cc1OCC	32	3.1	4	6	-16	i	2	10	0	i
CC(C)S(=O)(=O)c1csc(NC(=O)Nc2ccc(Cl)cc2)c1Cl	-4	2.3	-2	5	1	i	-1	-7	-3	i
CCCC(=O)c1ccc(N2CCC(C)CC2)c(F)c1	-3	2.4	-2	2	4	i	-3	-2	0	i
O=C(Nc1ccc2c(c1)ncn2-c1ccccc1)c1ccco1	-4	-2.4	-6	-1	13	i	-2	-1	-3	i
COc1ccc(S(=O)(=O)N2CCN(c3cccc(C)c3C)CC2)cc1	-8	4.8	-4	3	1	i	1	-1	1	i
COc1ccc(CNc2ccc(S(=O)(=O)N3CCN(C)CC3)cn2)cc1OC	-3	-0.2	1	5	0	i	-3	-3	-1	i
O=C(NC1CCCC1)C(c1ccccn1)N(Cc1ccc(F)cc1)C(=O)c1csnn1 (configuration not stated)	-5	0.4	-3	0	-3	/	-1	1	-2	i
O=C(Nc1ccc(-c2cnco2)cc1)c1ccc(F)cc1F	-4	-0.4	1	-1	-2	i	-3	0	-3	i
CC1=NN(Cc2ccccc2)C(=O)/C1=C/c1ccc(N(C)C)cc1	-3	18	10	-78	14	i	-10	-5	4	i
CCCn1cc(C(CC(=O)O)C(=O)O)c2ccccc21 (configuration not stated)	3	-0.1	-6	-3	3	i	2	2	-9	i
CC(C)c1ccccc1NC(=O)c1cccc(NC(=O)c2ccccc2)c1	-5	2.0	-1	3	0	i	1	-1	5	i
O=C1CC(c2ccc(F)cc2)c2cc3c(cc2N1)CCC3 (configuration not stated)	-3	1.3	9	1	0	i	-3	-4	-6	i
Cc1ccccc1CNC(=O)c1ccccc1NS(C)(=O)=O	7	1.8	-16	0	1	i	3	1	1	/
C/C(=N\Nc1ccc([N+](=O)[O-])cc1)c1ccc(-n2nncc2C(C)(C)C)cc1	-7	0.6	7	3	-4	i	1	-6	14	i

Compound profiles (already shown). Screens in order: Scp-1 inhibitor, LMPTP block, CSN deneddyl inh, SUMO1-SIM PPI, STEP inh, Rpn11 inh, Rin1-Abl PPI inh, DNMT1 block, NadD block, Neddylation inh
Profile of CCCn1cc(C(CC(=O)O)C(=O)O)c2ccccc21 (configuration not stated) = 3, -0.1, -6, -3, 3, i, 2, 2, -9, i
Profile of CCOC(=O)c1c(-c2cccc(C)c2)csc1NC(=O)c1c(-c2ccccc2)noc1C = -20, 0.4, 4, -7, 4, i, -3, 2, -2, i
Profile of COCCNc1oc(/C=C/c2ccc(F)cc2)nc1S(=O)(=O)c1ccccc1 = -10, 2.5, 0, -11, 2, i, 3, -1, -4, /
Profile of CC(C)S(=O)(=O)c1csc(NC(=O)Nc2ccc(Cl)cc2)c1Cl = -4, 2.3, -2, 5, 1, i, -1, -7, -3, i
Profile of COc1ccc(N2C(=O)/C(=C/c3cccs3)NC2=S)cc1 = -13, 6.2, 4, -12, 8, i, 0, -8, 6, i

Going on with the list:
SMILES	Scp-1 inhibitor	LMPTP block	CSN deneddyl inh	SUMO1-SIM PPI	STEP inh	Rpn11 inh	Rin1-Abl PPI inh	DNMT1 block	NadD block	Neddylation inh
COC(=O)C1=C(C)NC(C)=C(C(=O)O[C@@H]2CCCN(Cc3ccccc3)C2)[C@@H]1c1cccc([N+](=O)[O-])c1	1	2.2	0	-1	-2	i	-2	-24	4	i
C=CCN1C(=NC(=O)CCCC(=O)O)SC2CS(=O)(=O)CC21 (configuration not stated)	-5	-0.6	2	1	-6	i	2	3	2	i
Cc1ccc(-n2nc3c(c2NC(=O)C2CCCC2)CS(=O)(=O)C3)cc1	11	-1.5	-3	-4	0	i	0	-3	-5	i
Cc1ccnc2nc(C(=O)NC3=NCCS3)nn12	-6	-0.2	2	-2	-4	i	0	-4	4	i
COc1cc(-c2ccc(N3C(c4ccsc4)=Cc4ccc(F)cc4C3c3c[nH]c4ccc(C#N)cc34)cc2)cc(OC)c1OC (configuration not stated)	/	2.1	4	-2	/	/	/	/	16	i
CSc1ccc(S(=O)(=O)N2CCC(C(=O)NCc3ccncc3)CC2)cc1	-3	-0.9	2	-4	-1	i	1	0	4	i
Nc1nonc1C(=O)OCC(=O)c1ccc(Cl)cc1	-8	0.5	0	1	2	i	1	-2	-4	i
CC(=O)Nc1ccc(Nc2nnc(-c3ccc(O)cc3)c3ccccc23)cc1	-9	1.9	-4	-1	0	i	-2	-1	-9	i
Cc1nc(C)n(CC(=O)N2CCCC(C(=O)c3cccc4ccccc34)C2)n1 (configuration not stated)	-6	0.0	2	-8	-1	i	0	-2	4	i
CC(=O)c1ccc(-n2c(CCC(=O)O)ccc2-c2ccc(C)cc2)cc1	-16	-0.2	-4	1	3	i	2	-3	0	i
COc1ccc(C(=O)CC(=O)C(=O)Nc2cccc([N+](=O)[O-])c2C)cc1	-12	2.2	-3	0	3	i	-1	1	-2	i
COc1cc2cncc(Cc3ccccc3)c2cc1O	-3	0.1	-3	-2	5	i	2	-1	2	/
COc1c(C)cc(Br)cc1C(=O)NC(=S)Nc1ccc(Cl)c(C(=O)O)c1	-7	-1.7	-20	6	-3	i	4	-2	5	i
COc1ccc(NC(=O)C(OC(=O)c2ccc([N+](=O)[O-])o2)c2ccccc2)cc1Cl (configuration not stated)	-11	2.1	4	-3	-2	i	0	-30	14	i
O=C(NNS(=O)(=O)c1ccccc1)c1cccnc1	-8	-2.7	5	32	-2	i	0	22	1	i
CCCC(=O)NC1=C(C#N)C2(CCCCC2)Cc2ccccc21	7	0.8	-4	-7	-4	i	-2	1	-2	i
Cn1cc(S(=O)(=O)Nc2ccc(OC(F)(F)F)cc2)c(=O)n(C)c1=O	-13	-0.4	3	1	0	i	-3	8	-1	i
CCc1ccccc1N(C(C)=O)c1nc(CCl)cs1	-13	-1.2	-3	2	-4	i	-2	4	-5	i
O=C(NC1CCS(=O)(=O)C1)OC1CCCCC1 (configuration not stated)	0	-1.1	1	-1	-2	i	-3	2	2	i
CC1CCCC(C(=O)O)N1C(=O)CCSC(=O)c1ccccc1 (configuration not stated)	0	-0.4	-2	0	0	i	-3	2	-5	i
c1cc(-c2cc3cc(N4CCOCC4)ccc3o2)cs1	16	0.0	-2	21	1	i	0	9	1	i
CC[C@@]1(C(=O)OC)N[C@H](CN(C)C(=O)Nc2ccc(Cl)cc2)[C@@H]2C(=O)N(C)C(=O)[C@@H]21	-8	-2.0	-8	2	-1	i	-3	4	-3	i
O=C(Cc1ccccc1)N[C@@H](Cc1ccccc1)C(=O)O	0	-1.5	-2	-2	-2	i	3	-14	-1	i
Cc1ccc(C)c(NC(=O)N2CCCCCC2)c1	-5	-0.4	0	-1	-2	i	-4	0	-4	i
COc1ccccc1C1/C(=C(/O)c2ccc(C)cc2)C(=O)C(=O)N1CC(C)O (configuration not stated)	-7	-0.8	0	-3	16	i	1	3	2	i
O=C(NNc1cccc(Cl)n1)Nc1ccccc1	-8	0.5	-1	3	2	i	1	1	-3	i
Cc1ccc(N2C(=O)c3ccc(C(=O)O)cc3C2=O)cc1C	-7	-1.6	-1	-12	-2	i	-2	6	-2	i
Cc1ccc2nc(C)cc(C(=O)N/N=C/c3ccncc3)c2c1	-8	0.2	2	-13	4	i	2	0	-2	i
CC(NC(=O)C12CC3CC(CC(C3)C1)C2)C(=O)N/N=C/C1=C(N2CCOCC2)C(=C\c2cccc([N+](=O)[O-])c2)/CC1 (configuration not stated)	-2	1.7	4	-4	1	i	4	-4	3	i
Cc1cc(C)cc(NS(=O)(=O)c2ccc3[nH]cc(C(=O)N4CCc5ccccc54)c(=O)c3c2)c1	-6	1.4	0	11	0	i	-4	10	13	i
CC(=O)c1ccc(NC(=O)Cc2cccs2)cc1	44	17	2	-5	9	i	2	21	0	i
Cc1c(C(=S)NC(=O)C2CC2)c(=O)n(-c2ccccc2)n1C	-3	1.0	2	-4	0	i	-2	-5	4	i
N#CCCN(Cc1cccnc1)CN1C(=O)c2ccccc2C1=O	/	-3.0	0	-3	0	i	-3	14	2	i
O=C(Cn1cnc2ccc(Cl)cc2c1=O)c1cccs1	-5	-3.3	-4	-4	6	i	1	0	-2	i
O=C(c1ccco1)N1CCN(Cc2nc3ccccc3c(=O)n2-c2ccc(F)cc2)CC1	-4	-1.0	5	3	-1	i	-1	0	2	i
Cc1nn(C)cc1/C=N/n1nnnc1N	-2	-2.8	2	4	-1	i	1	2	6	i
Cc1ccccc1NC(=O)c1ccc2ccccc2c1	-3	1.0	-2	-6	-2	i	2	0	-5	i
COc1ccccc1NS(=O)(=O)c1cc(NC(=O)c2ccc3ccccc3n2)ccc1Cl	-15	1.5	-9	0	4	i	2	-4	13	i
Cc1ccc(NC(=O)c2nc[nH]c2C(=O)N2CCc3ccccc3C2)cc1	-5	-0.7	-3	2	2	i	5	-2	9	i
CC(O)c1nc2ccc(Cc3ccc4nc(C(C)O)[nH]c4c3)cc2[nH]1 (configuration not stated)	12	3.4	-7	-3	-7	i	3	-1	3	i
COc1cc(NC(=O)COc2c(C)cc(C)cc2[N+](=O)[O-])c(OC)cc1Cl	-1	4.1	0	2	2	i	5	9	-7	i
CC(C)(C)c1ccc(CN2N=Nc3ccccc3S2(=O)=O)cc1	0	1.3	0	7	1	i	0	-6	9	i
COCCOC(=O)c1[nH]c2c(c1C)C(=O)CC(c1ccc(N(C)C)cc1)C2 (configuration not stated)	-7	3.5	-3	-3	4	i	1	-13	10	i
COc1cccc(-c2ccc3ncnc(NCc4cccs4)c3c2)c1	8	1.3	-3	2	0	i	-1	-4	3	i
NC(=O)c1ccnc2c(O)cccc12	-12	-1.2	1	-6	1	i	-2	3	-1	i
